# Screening data: PubChem, The Scripps Research Institute Molecular Screening Center
# IDE inh: human IDE inhibitors in live cells, primary screen, fluorescence polarization, HEK cells, FAbetaB substrate | 320,000 tested, 0.41% active | inhibition, % at 5.59 µM | Insulin-degrading enzyme (Homo sapiens), P14735 | AID 434962, 2010 | FAbetaB cleavage;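 active = percent inhibition above the average of all tested compounds plus 3 SD, set per screening campaign, cut at about 16% in these data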;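 note: IDE supplied by intact live HEK cells; FP after avidin binding of uncleaved biotin substrate so inhibition keeps polarization high; 0% = DMSO wells and 100% = 60 µM reference IDE inhibitor Ii1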
# Target sequence (P14735 whole entry, looked up): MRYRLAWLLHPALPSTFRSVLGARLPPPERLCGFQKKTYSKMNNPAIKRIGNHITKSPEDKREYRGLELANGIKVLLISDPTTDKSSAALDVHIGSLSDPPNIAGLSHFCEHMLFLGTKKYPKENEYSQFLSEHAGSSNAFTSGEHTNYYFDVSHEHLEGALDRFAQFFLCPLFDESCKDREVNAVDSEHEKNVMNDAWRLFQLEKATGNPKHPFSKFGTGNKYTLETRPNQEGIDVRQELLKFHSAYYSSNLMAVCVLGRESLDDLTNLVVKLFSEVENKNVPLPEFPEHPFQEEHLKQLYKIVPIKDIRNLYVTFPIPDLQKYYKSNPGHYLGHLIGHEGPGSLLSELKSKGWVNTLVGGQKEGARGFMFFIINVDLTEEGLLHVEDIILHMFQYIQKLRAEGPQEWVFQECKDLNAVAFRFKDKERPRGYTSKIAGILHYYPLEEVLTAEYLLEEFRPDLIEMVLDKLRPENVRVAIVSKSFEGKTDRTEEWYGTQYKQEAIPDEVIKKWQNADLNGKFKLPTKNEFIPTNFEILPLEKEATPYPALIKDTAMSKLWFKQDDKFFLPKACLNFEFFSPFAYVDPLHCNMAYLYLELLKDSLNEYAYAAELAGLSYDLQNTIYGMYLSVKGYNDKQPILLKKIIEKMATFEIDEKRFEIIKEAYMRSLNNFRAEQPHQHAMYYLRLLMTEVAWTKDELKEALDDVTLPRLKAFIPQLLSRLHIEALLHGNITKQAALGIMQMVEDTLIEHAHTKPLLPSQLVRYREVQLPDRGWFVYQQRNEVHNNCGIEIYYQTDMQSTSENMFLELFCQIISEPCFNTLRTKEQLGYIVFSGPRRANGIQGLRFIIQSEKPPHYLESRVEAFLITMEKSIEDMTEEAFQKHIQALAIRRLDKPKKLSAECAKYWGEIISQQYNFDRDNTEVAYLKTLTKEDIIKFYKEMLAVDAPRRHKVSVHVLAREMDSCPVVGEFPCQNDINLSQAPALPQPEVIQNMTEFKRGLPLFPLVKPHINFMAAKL
# IDE act: human IDE activators in live cells, primary screen, fluorescence polarization, HEK cells, FAbeta-B substrate. Insulin-degrading enzyme (Homo sapiens), P14735. FAbeta-B cleavage; 0% vehicle, 100% cell-free pure enzyme wells. activation, % at 5.96 µM. 340,000 tested, 0.073% active. AID 493087, 2011;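 active = activation above the mean of all tested compounds plus 3 SD, set per screening campaign, cut at about 17% in these data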
# * = called active by the depositor. An excerpt; count on the stated rates, not on these rows.
SMILES,IDE inh,IDE act
Cc1ccc(S(=O)(=O)N2CCN(S(C)(=O)=O)C2C)cc1 (stereo unspecified),2,-1
Cn1nc(C(=O)OCC(=O)Nc2ccccc2[N+](=O)[O-])c2ccccc2c1=O,-3,3
O=C(COC(=O)CNS(=O)(=O)c1ccc(F)c(F)c1F)NC1CC1,1,0
CN(CC(=O)Nc1ccc(OC(F)F)cc1)S(=O)(=O)/C=C/c1ccccc1,2,7
COc1ccc(-c2csc3ncnc(N4CCN(S(=O)(=O)c5cccc(F)c5)CC4)c23)cc1,5,7
O=[N+]([O-])c1ccccc1S(=O)(=O)N1CCN(S(=O)(=O)c2ccc3c(c2)OCCO3)CC1,1,1
Cc1ccc(S(=O)(=O)Nc2cc3c4c(c2)CCC(=O)N4CCC3)cc1,-8,2
CC(OC(=O)c1ccccc1)C(=O)NCc1ccco1 (stereo unspecified),-4,0
CCOC(=O)C[C@H]1c2ccccc2S(=O)(=O)N1c1cccc(OC)c1,4,12
CN(C)S(=O)(=O)c1ccc2nnn(OCC(=O)NC3CCS(=O)(=O)C3)c2c1 (stereo unspecified),-5,3
CCN(CC)c1ccc(C(=O)NNC(=O)c2ccc3c(=O)n4c(nc3c2)CCC4)cc1,-1,5
Cc1[nH]c2ccc(C(=O)OC(C)C(=O)NCc3ccccc3)cc2c1C (stereo unspecified),-2,-3
CC(C)C[C@H]1CN=C(N(C)C)N1CCCCc1ccccc1,2,5
CC(=O)NC(Cc1c[nH]c2ccccc12)C(=O)N1CCN(S(=O)(=O)c2ccccc2)CC1 (stereo unspecified),-2,3
Cc1ccc2nc(N(CCN3CCOCC3)C(=O)CCS(=O)(=O)c3ccccc3)sc2c1,1,5
Cc1ccc(C)c(NC(=O)COc2coc(CN3CCc4ccccc43)cc2=O)c1,0,3
O=C(NC1=NCCS1)c1cccc(S(=O)(=O)N2CCOCC2)c1,5,6
Cc1ccc(NC(=O)CSCC(=O)N(C)CC(=O)Nc2cccc3ccccc23)cc1,-5,-3
Cc1cc(C(=O)CN2C(=O)NC(CC(C)C)C2=O)c(C)n1C1CC1 (stereo unspecified),4,3
O=C(CCNS(=O)(=O)c1ccccc1C(F)(F)F)N1CCN(S(=O)(=O)c2cccc(Cl)c2)CC1,0,3
CCN(C(=O)CN1C(=O)NC2(CCCc3ccccc32)C1=O)c1ccc(F)cc1 (stereo unspecified),3,3
CCC(=O)Nc1ccc(C(=O)COC(=O)C(CCSC)NC(=O)COc2ccccc2)cc1 (stereo unspecified),-2,4
Cc1ccc(S(=O)(=O)Nc2ccccc2F)cc1C(=O)OC(C)C(=O)N1CCOCC1 (stereo unspecified),-4,6
OCC1OC(n2cnc3c(NC4CCCC4)ncnc32)C(O)C1O (stereo unspecified),2,5
CC(=O)c1ccc(-c2cccc(-c3nc4ccccn4c3NC3CCCCC3)c2)cc1,6,5
COc1ccc(S(=O)(=O)N2CCCC2CNC(=O)c2cccc(OC)c2)cc1 (stereo unspecified),1,4
CN(C)CCn1c2c(c(SCC(=O)NCc3ccccc3)nc1=O)CCCC2,4,-1
CC(C(=O)NCC(=O)Nc1ccc(F)c(F)c1F)N1CCN(Cc2ccc(C#N)cc2)CC1 (stereo unspecified),1,3
CCc1noc(C)c1C(=O)N1CCN(S(=O)(=O)c2c(C)cc(C)cc2C)CC1,-4,1
CC(C)CN(C(=O)CC1OC(=O)c2ccccc21)c1c(N)n(Cc2ccccc2)c(=O)[nH]c1=O (stereo unspecified),7,6
CCOC(=O)c1cn(Cc2ccccc2)nc1-c1ccccc1,1,3
COc1ccc([C@H]2/C=C\CN(S(=O)(=O)c3cccc4cccnc34)[C@@H](C)C(=O)N2Cc2ccc(F)cc2)cc1,2,2
CN(C(=O)CSc1ncnc2sc3c(c12)CCCC3)C1CCS(=O)(=O)C1 (stereo unspecified),0,-2
CSc1ncccc1C(=O)OCCCC(=O)c1ccc(F)cc1,5,-1
O=C(OC(C(=O)NC1CCCCC1)c1ccc(C(F)(F)F)cc1)c1ccco1 (stereo unspecified),5,0
CC(Oc1ccc(Cl)cc1)C(=O)N1CCN(C(=O)c2ccco2)CC1 (stereo unspecified),0,4
O=C(CN1C(=O)NC(Cc2ccccc2)C1=O)Nc1ccc(OC(F)F)cc1 (stereo unspecified),-1,-2
C#Cc1ccc([C@@H]2C=C(C(=O)NCc3ccccc3)O[C@H](OCCCCO)C2)cc1,6,0
CN(CC(=O)Nc1ccccc1N1CCCC1)S(=O)(=O)c1ccc(F)cc1,1,5
COc1ccc(CCNC(=O)C(=O)NCC2CCCN2S(=O)(=O)c2ccccc2)cc1OC (stereo unspecified),-2,7
O=[N+]([O-])c1ccc(S(=O)(=O)N2CCN(c3ccc(N4CCOCC4)nn3)CC2)cc1,4,3
COc1ccc(C)cc1NC(=O)C(OC(=O)c1cnccn1)c1ccccc1 (stereo unspecified),1,6
COC(=O)C1=C(C)N(Cc2ccccc2)C(=NCc2ccccc2)N[C@H]1c1ccccc1,0,10
COc1ccc(NS(=O)(=O)c2ccc(O)c(NS(=O)(=O)c3ccc(NC(C)=O)cc3)c2)cc1,0,3
COc1ccc(NC(=O)COc2cccc(-n3cnnn3)c2)cc1Cl,9,-6

# 15 compounds out of the list, arranged by formula weight, rising.
SMILES,IDE inh,IDE act
CCOC(=O)c1cn(Cc2ccccc2)nc1-c1ccccc1,1,3
CSc1ncccc1C(=O)OCCCC(=O)c1ccc(F)cc1,5,-1
COc1ccc(NC(=O)COc2cccc(-n3cnnn3)c2)cc1Cl,9,-6
CC(Oc1ccc(Cl)cc1)C(=O)N1CCN(C(=O)c2ccco2)CC1 (stereo unspecified),0,4
COc1ccc(C)cc1NC(=O)C(OC(=O)c1cnccn1)c1ccccc1 (stereo unspecified),1,6
O=C(CN1C(=O)NC(Cc2ccccc2)C1=O)Nc1ccc(OC(F)F)cc1 (stereo unspecified),-1,-2
CN(CC(=O)Nc1ccccc1N1CCCC1)S(=O)(=O)c1ccc(F)cc1,1,5
O=C(OC(C(=O)NC1CCCCC1)c1ccc(C(F)(F)F)cc1)c1ccco1 (stereo unspecified),5,0
CCc1noc(C)c1C(=O)N1CCN(S(=O)(=O)c2c(C)cc(C)cc2C)CC1,-4,1
CN(C(=O)CSc1ncnc2sc3c(c12)CCCC3)C1CCS(=O)(=O)C1 (stereo unspecified),0,-2
COC(=O)C1=C(C)N(Cc2ccccc2)C(=NCc2ccccc2)N[C@H]1c1ccccc1,0,10
O=[N+]([O-])c1ccc(S(=O)(=O)N2CCN(c3ccc(N4CCOCC4)nn3)CC2)cc1,4,3
CC(C(=O)NCC(=O)Nc1ccc(F)c(F)c1F)N1CCN(Cc2ccc(C#N)cc2)CC1 (stereo unspecified),1,3
CC(C)CN(C(=O)CC1OC(=O)c2ccccc21)c1c(N)n(Cc2ccccc2)c(=O)[nH]c1=O (stereo unspecified),7,6
COc1ccc(NS(=O)(=O)c2ccc(O)c(NS(=O)(=O)c3ccc(NC(C)=O)cc3)c2)cc1,0,3

# (continued)
SMILES,IDE inh,IDE act
O=[N+]([O-])c1ccc(Cl)c(S(=O)(=O)Nc2ccc3cn[nH]c3c2)c1,-3,2
CC(=O)Nc1ccc(NC(=O)C(C)OC(=O)c2oc3ccccc3c2C)cc1 (stereo unspecified),7,3
O=C(Nc1ccc2[nH]c(=O)[nH]c2c1)c1ccc([N+](=O)[O-])o1,-4,0
O=C(COC(=O)c1ccccc1[N+](=O)[O-])Nc1nnc(-c2ccccc2)o1,-2,4
O=C(NCCC1CCCCN1S(=O)(=O)c1ccccc1)C(=O)NCc1cccnc1 (stereo unspecified),3,2
Cc1cc(C)c(C)c(S(=O)(=O)Nc2cccnc2)c1C,-2,6
COc1cc(OC)c2c3c(c(C4CCCCC4)nc2c1)CCC3,1,2
NS(=O)(=O)c1cnccc1Nc1cccc(F)c1,-4,-5
CCOC(=O)c1cc(-c2ccccc2)n(Cc2cc(CC)no2)n1,-2,3
Cc1ccc(SCC(=O)OCC(=O)NCCC2=CCCCC2)cc1,-4,0
COC(=O)c1sc(S(=O)(=O)N2CC(C)OC(C)C2)c(C(=O)OC)c1C (stereo unspecified),-3,4
O=C(COC(=O)Cc1cccs1)Nc1cccc(S(=O)(=O)N2CCOCC2)c1,4,1
O=C1CC(C(=O)N2CCc3ccccc32)CN1c1cccc(C(F)(F)F)c1 (stereo unspecified),0,-1
CC(C)(C)OC(=O)C[C@@H]1C/C=C\C[C@H](CC(=O)N(CCO)Cc2ccccc2)C(=O)NC[C@H](c2ccccc2)OC1=O,-2,5
Cc1cc2oc3ccc(NCCCn4ccnc4)cc3c(=O)c2cc1C,7,-8
O=S(=O)(c1ccc2c(c1)C(O)c1ccccc1CC2)C(F)(F)F (stereo unspecified),5,3
CN(CC(=O)Nc1cccc(F)c1)C(=O)CN1C(=O)NC2(CCCCC2)C1=O,-1,0
CC(OC(=O)c1ccc(S(=O)(=O)N2CCOCC2)cc1)c1ccccc1 (stereo unspecified),2,-2
COc1ccc(/C=C/C(=O)O/N=C(\N)c2ccccn2)cc1OC,11,-6
O=C1C=C(c2ccc3c(c2)OCO3)C[C@@H](c2ccc(Cl)cc2)C1,0,2
Cc1ccc(Cl)cc1NC(=O)COC(=O)CSc1ccccc1,-2,5
CCOC(=O)[C@@H]1[C@H]2COc3ccc(Br)cc3[C@@H]2N2C(=O)N(c3ccc(Cl)cc3)C(=O)[C@@]12C,-4,5
CN(CC(=O)NC(=O)NCc1ccccc1)CC(=O)Nc1ccc(Cl)c(Cl)c1,0,-2
CCN(CC(=O)Nc1ccc(N2CCOCC2)cc1)C(=O)Cc1ccccc1,-3,0
CC(=O)c1c(C)[nH]c(C(=O)COC(=O)CCOc2ccc(C)cc2)c1C,-4,0
COc1ccc(C(=O)O)cc1S(=O)(=O)Nc1cc(Cl)ccc1N1CCOCC1,7,0
N#Cc1ccccc1S(=O)(=O)N1CCN(CC(=O)Nc2ccccc2C(=O)NC2CC2)CC1,-2,2
O=C1c2cc(O)cc(O)c2C(=O)c2c1cc(O)c([C@@H](CO)CCO)c2O,0,5
COC(=O)C1CCN(C(=O)COC(=O)c2cc(S(=O)(=O)N3CCOCC3)ccc2C)CC1,5,3
NS(=O)(=O)c1ccc(NC(=O)CSc2n[nH]c(=O)n2C2CC2)cc1,-3,-1
CCOc1ccc(Cc2nnc(SCC(=O)Nc3ccc(C(C)=O)cc3)[nH]c2=O)cc1,-1,1
O=C(Cn1nc(C(=O)O)c2ccccc2c1=O)Nc1cc(S(=O)(=O)N2CCCCC2)ccc1Cl,1,6
COc1ccc(NC(=O)Nc2cccc3c2O[C@H](CN(C)C(=O)NC2CCCCC2)[C@@H](C)CN([C@H](C)CO)C3=O)cc1,1,-2
Cc1cc(OCC(=O)NNC(=O)c2cccc(F)c2)ccc1Cl,-2,2
COc1cc(NC(=O)CNc2ccc(Cl)c(S(=O)(=O)N3CCOCC3)c2)cc(OC)c1,5,5
CC1(NC(=O)CC(c2ccccc2)(c2ccccc2)c2ccccc2)CCN(CCCc2ccccc2)C1=O (stereo unspecified),3,2
CCOC(=O)c1c(C)[nH]c(C(=O)COC(=O)c2ccco2)c1C,5,-14
CN(CC(=O)Nc1ccccc1Br)C(=O)CN(C)C1CCCCC1,-5,-2
CN(CC(=O)Nc1cccc(F)c1)C(=O)c1ccc2c(c1)NC(=O)CS2,2,1
Cc1ccc(C)c(S(=O)(=O)N2CCN(C(=O)[C@H](Cc3ccccc3)NC(=O)c3ccco3)CC2)c1,3,4
Cc1ccc(S(=O)(=O)N2CCC(C(=O)NNC(=O)c3ccccc3O)CC2)cc1C,0,3
O=C(CSc1cccc(C(F)(F)F)c1)Nc1nnc(C2CC2)s1,-2,2
c1cncc(-c2cnc3ccccc3c2)c1,-2,3
COc1ccc(NC(=O)CSCC(=O)NCc2cccc(C(F)(F)F)c2)cc1,12,2
CN(C(=O)CSc1nncn1-c1ccccc1)C1CCS(=O)(=O)C1 (stereo unspecified),7,4
CCOC(=O)c1oc2ccccc2c1COC(=O)CNC(=O)c1ccc(C)cc1,3,0
Cc1cn[nH]c1,7,5
COc1cccc(CC(=O)OCC(=O)NC(C)c2ccc(F)cc2)c1 (stereo unspecified),-3,1
CCN(c1ccccc1)S(=O)(=O)c1ccc(Cl)c(NC(=O)CNC(C)c2ccccc2)c1 (stereo unspecified),3,0
Cc1ccc(S(=O)(=O)N2CCN(C(=O)Cn3c(=O)oc4ccccc43)CC2)c(C)c1,4,1
Cc1cc(NC(=O)COc2ccc3ccccc3c2Br)no1,0,3
OC[C@H]1O[C@H](OCc2ccccc2)[C@H](O[C@@H]2OC[C@@H](O)[C@H](O)[C@H]2O)[C@@H](O)[C@@H]1O,3,1
CCN(c1ccccc1)S(=O)(=O)c1cccc(C(=O)NCC2(N(C)C)CCCCC2)c1,-3,5
Cc1cc(C)c(S(=O)(=O)N2CCC(C(=O)OCc3c(C)noc3C)CC2)c(C)c1,3,4
CCCCC[C@@H]1C=C(C(=O)O)[C@H](c2ccc(OC)c(OC)c2)N1S(=O)(=O)c1ccc(C)cc1,-1,3
COc1ccccc1OCC(=O)Nc1ccc(N2CCOCC2)cc1N1CCOCC1,3,7
O=C(CCc1nc(-c2ccc(Cl)cc2)no1)NCc1ccccc1CN1CCOCC1,6,1
Cc1cccc(CN2CCN(C(=O)CN(C)C(C)C(=O)Nc3ccc(C(N)=O)cc3)CC2)c1 (stereo unspecified),5,-3
COc1ccccc1C(CNC(=O)C1COc2ccccc2O1)N1CCCC1 (stereo unspecified),2,4
CC1CC(C)CN(C(=O)/C=C/c2ccc(S(=O)(=O)N3CCOCC3)cc2)C1 (stereo unspecified),-2,5
Cc1ccnc(NC(=O)c2ccc(S(=O)(=O)N3CCCCCC3)cc2)c1,-5,2
CCCCCN(C(=O)CCC(=O)OCc1cccc(C)c1)c1c(N)n(CCCC)c(=O)[nH]c1=O,-4,-5
Cc1ccc(OCC(=O)NN=C2C3CC4CC(C3)CC2C4)cc1,-2,7
